Screens as filed in PubChem BioAssay.
BLM helicase inh: Bloom syndrome helicase (human) inhibition; P54132; recombinant BLM DNA unwinding, fluorescence dequenching; Potency, µM (series often up to 56.1 µM), inactives show top-dose activity change, negative = inhibition, most hits filed as inhibitors; 350,000 tested, 0.2% active;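 further: potency means the concentration at half of the fitted maximal effect; plate controls were vehicle for no effect and no enzyme for full effect; nearly all actives have a fitted effect of over 35% in size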
Pol beta inh: blocks human DNA polymerase beta activity | P06746 | Pol beta primer extension/strand displacement, fluorescence kinetic | Potency, µM (top dose mostly 114 µM), inactives show at the highest dose activity change, negative = inhibition, most hits filed as inhibitors | 340,000 tested, 1.3% active | AID 485314; further: potency means the concentration at half of the fitted maximal effect; on the % scale 0 is the no-effect control and ±100 the full control effect
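10 nM enzyme + cpd, 15 min RT; start with substrate 50 nM final; read 0 min and after 10 min RT. Corrected, normalized data; 4-parameter Hill curve fit.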
APEX1 inh: blocks human APE1 abasic DNA cleavage; recombinant APE1, TAMRA/BHQ-2 abasic DNA cleavage fluorescence; AID 2517; Potency, µM (top dose mostly 65.8 µM), without a hit: at the top dose activity change, negative = inhibition, actives largely listed as inhibitors; P27695; 350,000 tested, 0.35% active;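 further: potency means the concentration at half of the fitted maximal effect; plate controls were vehicle for no effect and reference inhibitor for full effect; nearly all actives have a fitted effect of over 55% in size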
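Quantitative HTS: incision of a TAMRA/BHQ-2 double-stranded substrate bearing a tetrahydrofuran abasic site by 0.75 nM APE1 raises fluorescence. Substrate 50 nM final, added after 15 min compound preincubation at room temperature; progress as third-minus-first kinetic read difference.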
TRHR agonist: agonists of human TRH receptor. P34981. TRHR cells, calcium flux fluo-8, FDSS agonist mode. activation, % at 2 µM. 360,000 tested, 0.18% active. AID 493084; in the data active means activation above about 30%; further: 0% is about no effect
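Steps: seed TRHR cells overnight; add fluo-8 no-wash Ca dye, RT 30 min–1.5 h; record 10 s baseline; pin-transfer compounds; monitor fluorescence 1 cycle/s for the agonist window. Calcium increases flag candidate agonists.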
Pol iota inh: inhibitors of human DNA polymerase iota. Pol iota fluorescent replication assay, 10 min. Potency, µM (titrated, usually from 115 µM), for the others: at the highest dose activity, negative = inhibition, actives largely listed as inhibitors. Q9UNA4. 390,000 tested, 1% active. AID 588590; further: potency means the concentration at half of the fitted maximal effect
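Pol iota at 10 nM preincubated 15 min with compounds at room temperature; reaction started with fluorescent substrate, 50 nM final. Fluorescence read kinetically at 0 and 10 min; buffer-only wells as negative control.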
ALOX12 inh: inhibitors of human 12S-lipoxygenase ALOX12; P18054; purified 12hLO, xylenol orange hydroperoxide absorbance; Potency, µM (highest dose often 108 µM), without a hit: at the top dose activity change, negative = inhibition, actives largely listed as inhibitors; 580,000 tested, 1.1% active; further: potency means the concentration at half of the fitted maximal effect; on the % scale 0 is the no-effect control and ±100 the full control effect
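Purified human 12hLO (150 nM final) in 25 mM Hepes, 0.01% Triton X-100, pH 7.0 was preincubated 15 min at room temperature with compound. Then 40 uM arachidonic acid was added, 30 min. Hydroperoxide was read by Fe-XO absorbance ratio 573/405 nm.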
Apoferritin bind: candidate novel general anesthetic via apoferritin binding. Potency, µM (top dose mostly 77.5 µM), for the others: top-dose activity change, negative = displacement, most hits filed as inhibitors. AID 485281. 350,000 tested, 0.074% active. apoferritin/1-aminoanthracene competitive binding, fluorescence; further: potency means the concentration at half of the fitted maximal effect; on the % scale 0 is the no-effect control and ±100 the full control effect; nearly all actives have a fitted effect of over 20% in size
Target sequence (P02791 2-175 limits assumed): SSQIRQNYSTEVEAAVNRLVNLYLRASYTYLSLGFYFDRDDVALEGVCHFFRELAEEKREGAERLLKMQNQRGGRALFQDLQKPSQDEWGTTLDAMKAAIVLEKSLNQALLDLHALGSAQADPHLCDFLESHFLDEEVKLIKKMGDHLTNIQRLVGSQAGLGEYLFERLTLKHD
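Horse-spleen apoferritin (10 uM) in 50% saturated 1-aminoanthracene in PBS was incubated 10 min at room temperature with compound. Fluorescence (ex 380, em 535 nm) was normalized to free and bound 1-AMA, with concentration-response fitted by a four-parameter Hill equation.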
POLK inh: inhibitors of human DNA polymerase kappa; Potency, µM (titrated, usually from 107 µM), for the others: at the highest dose activity, negative = inhibition, usual class: inhibitors; 400,000 tested, 0.53% active; purified Pol kappa, fluorescent DNA synthesis assay, 10 min; AID 588579; further: potency means the concentration at half of the fitted maximal effect; on the % scale 0 is the no-effect control and ±100 the full control effect
Target sequence (Q9UBT6 whole entry, looked up): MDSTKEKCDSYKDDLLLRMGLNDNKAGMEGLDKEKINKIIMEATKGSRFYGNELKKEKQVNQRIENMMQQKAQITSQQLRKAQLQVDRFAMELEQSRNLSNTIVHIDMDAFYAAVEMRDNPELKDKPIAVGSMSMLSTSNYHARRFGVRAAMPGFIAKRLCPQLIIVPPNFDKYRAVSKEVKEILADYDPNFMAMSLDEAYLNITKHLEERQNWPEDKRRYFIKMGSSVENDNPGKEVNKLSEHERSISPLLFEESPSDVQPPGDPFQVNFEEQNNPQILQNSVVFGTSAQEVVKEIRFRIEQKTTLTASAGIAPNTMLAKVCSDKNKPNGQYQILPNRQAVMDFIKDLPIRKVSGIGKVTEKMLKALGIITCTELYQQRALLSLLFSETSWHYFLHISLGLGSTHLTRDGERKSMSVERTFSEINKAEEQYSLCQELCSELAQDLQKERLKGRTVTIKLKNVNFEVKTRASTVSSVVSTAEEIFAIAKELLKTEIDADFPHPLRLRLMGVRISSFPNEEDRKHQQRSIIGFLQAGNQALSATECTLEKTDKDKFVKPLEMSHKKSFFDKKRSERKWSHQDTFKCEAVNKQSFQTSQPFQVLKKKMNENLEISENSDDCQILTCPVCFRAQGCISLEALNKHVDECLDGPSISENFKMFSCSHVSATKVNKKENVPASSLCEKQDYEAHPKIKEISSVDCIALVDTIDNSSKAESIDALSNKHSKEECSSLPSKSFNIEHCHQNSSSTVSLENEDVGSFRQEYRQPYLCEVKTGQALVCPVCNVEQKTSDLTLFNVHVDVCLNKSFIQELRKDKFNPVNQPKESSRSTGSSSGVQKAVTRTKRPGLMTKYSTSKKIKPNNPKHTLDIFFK
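10 nM Pol kappa preincubated 15 min at room temperature with compounds, then reaction started with substrate at 50 nM final. Fluorescence read kinetically at 0 and 10 min; buffer-only wells served as negative control.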
ERG Ets-DNA blk: blocks human ERG Ets domain binding to DNA; P11308; fluorescence polarization, His-ERG Ets domain / labelled DNA; Potency, µM (titrated, usually from 76.9 µM), for the others: at the top dose FP activity, negative = inhibition, hits mostly inhibitors; 370,000 tested, 0.028% active; active means well fitted inhibition curve with a large enough effect in the polarisation, with a control signal flat; inconclusive means small, poorly fitted or top-dose-only effect, or effect the other way, or a change in a side signal; inactive means no such curve, though single readings can be large or run the other way; the % refers to the polarisation;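 further: polarization taken with two DNA probes labelled with fluorescein and Texas red; potency means the concentration at half of the fitted maximal effect; % of control where 0% means no effect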
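His-tagged ERG Ets domain (1 uM in the protein solution; 300mM KCl, 50mM Tris-HCl, 1mM EDTA, 1mM DTT, pH 7.5) received compound, then a probe mix of 5 nM fluorescein-DNA and 100nM Texas-615-DNA. Fluorescence polarization was read for both dyes.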
The depositor's hits bear a star; ? = inconclusive; . = no result given; [ ] = dose if it differs, or a comment. Unless noted, the call rests on the fitted dose curve; in most records, active means well fitted curve in the direction sought with a large enough effect; inconclusive means small, poorly fitted or top-dose-only effect, or another doubt; inactive means no such curve, though single readings can be large; an effect the other way counts as inactive or inconclusive. An excerpt; rates above refer to the full screens.

SMILES	BLM helicase inh	Pol beta inh	APEX1 inh	TRHR agonist	Pol iota inh	ALOX12 inh	Apoferritin bind	POLK inh	ERG Ets-DNA blk
CCOc1ccc(C2C(C(=O)Nc3cc(C)on3)c3ccccc3C(=O)N2CCN2CCOCC2)cc1 (stereo not given)	-3%	-3%	-2%	0.9	113%[activator]	0%	-4%	0%	-6%
CC(C)c1cc(-c2nc(-c3ccc(Cl)cc3)no2)n[nH]1	-4%	3%	.	0.7	-5%	-26%	?	17%	4%
COc1cc(OC)cc(-c2c(-c3cccs3)c3cc(-c4ccc(OC)cc4F)ccc3n2C)c1	.	.	1%	0.2	9%	-23%	.	-9%	-5%
CCC(c1nnnn1C(C)C)N1CCN(C2CCCC2)CC1 (stereo not given)	-3%	20%	-9%	1.7	-2%	?	-10%	-8%	9%
COc1ccc(C(=O)N2CCCc3ccccc32)cc1	0%	2%	1%	0.4	11%	-9%	0%	-13%	-4%
O=C(O)C1(Nc2ccccc2)CCCC1	.	.	.	.	14%	?	.	-10%	-3%
COc1ccc(NC(=O)CCNS(=O)(=O)c2cc(Br)cnc2N)cc1OC	0%	-12%	-5%	0.1	33%[activator]	-26%	-10%	-5%	4%
O=C(NCC(=O)N(c1cccnc1)C(C(=O)NC1CCCC1)c1cccs1)c1ccco1 (stereo not given)	-1%	9%	4%	-0.3	27%	4%	-4%	2%	-1%
CC(=O)n1c(-c2ccccc2)c(-c2ccccc2)n(C)c1=O	.	.	.	.	142%[activator]	?	.	4%	10%
COc1ccc(NC(=O)CSc2ccc(-c3cccnc3)nn2)c(OC)c1	-2%	37%	9%	-0.4	4%	6%	-4%	-3%	0%
Cc1c(NC(=O)[C@@H](NC(=O)c2ccc(Cl)c([N+](=O)[O-])c2)C(C)C)c(=O)n(-c2ccccc2)n1C	.	.	10%	.	83%[activator]	-17%	.	-2%	7%
CCN(C(=O)c1ccc2c(OC)n(CC)nc2c1)c1ccc(OC)cc1	-1%	4%	0%	-0.6	10%	-26%	4%	0%	-3%
CCOc1ccccc1NC(=O)Cn1ccn(-c2ccccc2)c(=O)c1=O	-6%	-3%	.	0.0	-13%	-16%	-6%	-3%	-1%
O=C1CN(c2ccccc2)C(=S)N1C(=O)c1ccc(Br)cc1	-17%	-2%	0%	-0.2	99%[activator]	?	-10%	-11%	106%[activator]
C=C(C)CSc1nnc([C@@H]2CCCN2C(=O)OC(C)(C)C)o1	-2%	16%	0%	0.0	14%	0%	-20%	-6%	1%

Pulled one by one from above (four):
SMILES	BLM helicase inh	Pol beta inh	APEX1 inh	TRHR agonist	Pol iota inh	ALOX12 inh	Apoferritin bind	POLK inh	ERG Ets-DNA blk
O=C(NCC(=O)N(c1cccnc1)C(C(=O)NC1CCCC1)c1cccs1)c1ccco1 (stereo not given)	-1%	9%	4%	-0.3	27%	4%	-4%	2%	-1%
CCOc1ccc(C2C(C(=O)Nc3cc(C)on3)c3ccccc3C(=O)N2CCN2CCOCC2)cc1 (stereo not given)	-3%	-3%	-2%	0.9	113%[activator]	0%	-4%	0%	-6%
CCN(C(=O)c1ccc2c(OC)n(CC)nc2c1)c1ccc(OC)cc1	-1%	4%	0%	-0.6	10%	-26%	4%	0%	-3%
C=C(C)CSc1nnc([C@@H]2CCCN2C(=O)OC(C)(C)C)o1	-2%	16%	0%	0.0	14%	0%	-20%	-6%	1%

(continued)
SMILES	BLM helicase inh	Pol beta inh	APEX1 inh	TRHR agonist	Pol iota inh	ALOX12 inh	Apoferritin bind	POLK inh	ERG Ets-DNA blk
CCOC(=O)C(=CNc1ccc(Oc2cncc(Cl)c2)nc1)C(=O)OCC	0%	14%	-3%	-0.9	36%[activator]	12%	-6%	-8%	-1%
Cc1ccc(C(=O)NCCCc2ccccc2)s1	1%	-16%	4%	-1.0	2%	-12%	2%	-23%	2%
Cc1nnsc1C(=O)N/N=C/c1c(F)cccc1Cl	0%	0%	-1%	-0.4	90%[activator]	3%	-1%	0%	1%
Cn1c(CCCNC(=O)c2cccs2)nc2ccccc21	-2%	3%	-33%	-0.1	26%	-4%	-9%	-1%	.
O=C1/C(=C/c2ccncc2)SC(=S)N1N1CCOCC1	-3%	-1%	-6%	-1.5	124%[activator]	-5%	4%	-1%	36%[activator]
O=Cc1cnc(N2CCCCC2)s1	0%	14%	2%	0.2	6%	0%	-10%	-13%	-7%
CC(C)(C)NC(=O)c1cnn2c1NC(c1ccc(F)cc1)CC2C(F)(F)F (stereo not given)	0%	-10%	-2%	0.8	4%	0%	-18%	-14%	-3%
CC1CC=C(O)C12OCC(C)(C)CO2 (stereo not given)	.	.	.	.	20%	5%	.	0%	-1%
CCOc1nc(NCCO)nc(Nc2cc(Cl)ccc2OC)n1	0%	?	-6%	-0.4	-12%	1%	-1%	-8%	-12%
COc1ccc(C)cc1NC(=O)C1CCN(C(=O)c2ccco2)CC1	-5%	8%	5%	-0.6	-3%	-2%	-6%	0%	10%
O=C(CC(=O)Nc1cccnc1)Nc1cccnc1	-4%	2%	54%[activator]	0.9	75%[activator]	-22%	5%	-6%	-13%
O=C(c1ccc(NS(=O)(=O)c2ccc3[nH]c(=O)[nH]c3c2)cc1)N1CCCCC1	.	.	12%	0.4	21%	7%	.	-7%	-4%
N#Cc1c(Nc2ccccc2)s[nH]c1=O	0%	-14%	-3%	-0.2	166%[activator]	?	-1%	-26%	-1%
O=C(Nc1ccc(S(=O)(=O)Nc2cnc3ccccc3n2)cc1)c1ccc(Br)o1	-19%	-20%	-7%	0.3	14%	?	1%	-20%	-1%
CC(C)CNC(=O)COC(=O)CCC(=O)c1ccc(F)cc1	-4%	20%	14%	-0.2	13%	-4%	-14%	-6%	-6%
COc1cc(C2NC(=S)NC3=C2CCc2ccccc23)cc(OC)c1OC (stereo not given)	-4%	25%	3%	-1.1	185%[activator]	?	-11%	-3%	1%
Fc1ccc(Oc2cnc3ccccc3n2)cc1	-9%	17%	0%	-0.9	-4%	-1%	-15%	2%	-5%
O=C(CSc1nnc(CNC(=O)c2c(F)cccc2F)o1)NCCc1ccccc1	0%	50%	15%	0.1	22%	0%	-4%	-23%	0%
COc1ccc(OCC(=O)N2CCN(C(=O)c3cccc(OC)c3OC)CC2)cc1	-4%	0%	.	-0.1	26%	-10%	1%	-3%	3%
Nc1c(C(=O)c2cccs2)oc2ccccc12	-4%	2%	-1%	0.1	-1%	0%	?	-4%	-6%
Cc1cc(C)c(C)c(S(=O)(=O)N(C)C2CCN(C)CC2)c1C	-3%	-32%	-20%	-1.2	74%[activator]	-27%	-5%	2%	8%
Cc1ccccc1CN1[C@@H](C(C)C)COCCS1(=O)=O	.	.	.	.	12%	-1%	.	13%	-1%
CCNC(=S)N1CCN(S(=O)(=O)c2ccc(C)cc2)CC1	0%	?	-3%	-0.3	77%[activator]	0%	-8%	-15%	-10%
Cc1cc(OCC(=O)NCCc2cccc(F)c2)c2c(C)cc(=O)oc2c1	-9%	13%	-5%	0.0	5%	38%[activator]	-9%	-5%	0%
COc1ccc(-c2ccc3c(N)c(C(=O)NCc4ccc(Cl)cc4)sc3n2)cc1	-4%	-3%	.	0.4	9%	?	35%[activator]	12%	-1%
COc1cc(C(=O)NCCc2ccc(F)cc2)c([N+](=O)[O-])cc1OC	0%	5%	1%	0.2	-14%	-15%	-3%	-5%	-3%
CC1CN(C(=O)c2ccc(S(=O)(=O)Nc3ccccc3Cl)cc2)CC(C)O1 (stereo not given)	1%	84%	1%	-0.2	6%	43%[activator]	-7%	-1%	3%
CCOc1ccc(-c2c(C(=O)N/N=C/c3ccc(Cl)cc3)nnn2-c2nonc2N)cc1	-2%	0%	-2%	1.4	44%[activator]	21%	-11%	0%	1%
Cc1ccccc1-c1nc2c3c(-c4ccccc4)c(-c4ccccc4)oc3ncn2n1	1%	-22%	.	0.4	-70%	-21%	0%	-17%	0%
COc1cc(CN(C(=O)c2oc3ccccc3c2C)C2CCS(=O)(=O)C2)cc(OC)c1OC (stereo not given)	-1%	11%	.	-0.4	-1%	3%	-2%	12%	-1%
CC(=O)Nc1ccc(NS(=O)(=O)c2ccc(-c3cnc(C4CC4)o3)cc2)cc1	0%	5%	10%	0.4	19%	-4%	-11%	-29%	0%
Cc1ccccc1C1CC(c2cccs2)Nc2nnnn21 (stereo not given)	-17%	15%	5%	0.5	-13%	-1%	-6%	-10%	0%
Cc1ccc(Nc2cnn(C34CC5CC(CC(CC(=O)O)(C5)C3)C4)c(=O)c2Cl)c(Cl)c1	-15%	6%	4%	1.1	44%[activator]	-3%	-5%	-7%	-4%
CCc1ccc(OCC(=O)NNC(=O)c2nn(CC)c(=O)c3ccccc23)cc1	-3%	7%	-7%	-4.9	163%[activator]	10%	-6%	-20%	6%
O=C(N[C@@H](Cc1ccc(O)cc1)C(=O)O)c1ccc(C(F)(F)F)cc1	-2%	-9%	2%	-0.1	26%	4%	1%	4%	16%
COc1cc(C(=O)N2CCN(C(=O)C3COc4ccccc4O3)CC2)cc(OC)c1OC (stereo not given)	-1%	3%	80%[activator]	-0.1	15%	28%	-9%	-7%	1%
Cc1ccc(-n2ncc(C(=O)NCCCN3CCCCC3)c2C2CCN(C(=O)OC(C)(C)C)CC2)c(C)c1	3%	12%	.	1.5	30%[activator]	?	-16%	3%	0%
CC(C)(C)c1csc(NC(=O)c2ccc(Cl)s2)n1	3%	0%	-5%	-0.3	-2%	?	?	-12%	1%
COc1ccccc1N1CCN(CC(O)COc2ccc(Cl)c(C)c2)CC1 (stereo not given)	-3%	7%	.	0.5	?	?	-6%	-1%	1%
COCC(=O)N1CCC2(CC1)CN(c1ccccc1)C2	-10%	.	-10%	.	.	6%[57.4 µM]	.	-9%[60.1 µM]	.
